MLLE-PAM2 inh – blocks PAM2 peptide binding to the PABP1 MLLE domain | GST-MLLE / FITC-PAM2 fluorescence polarization | inhibition, % at 20 µM | 360,000 tested, 0.36% active; in the data active = inhibition above about 35%, passing the limit was not always enough;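 note: plate controls were DMSO wells with GST-MLLE for no effect and wells lacking GST-MLLE protein for full effect; some results filed as inactive read as strong as hits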
SKN-1 block – inhibitors of C. elegans SKN-1 | 360,000 tested, 0.49% active | AID 624304 | C. elegans VP596 Pgst-4::GFP/RFP ratio, acrylamide-induced, 24 h | inhibition, % at 21.8 µM;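 active = interference check ratio from 0.5 to 1.5 plus GFP to RFP signal ratio inhibition reaching or exceeding a fixed threshold, cut at about 30% in these data, passing the limit was not always enough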; note: some compounds called inactive have numbers as strong as hits
MT1-MMP act inh – MT1-MMP (human) activation inhibition; 360,000 tested, 0.061% active; GFP/RFP ratio change, % at 20 µM; AID 651647; P50281; HT1080 RFP-PRO-GFP cells, GFP/RFP ratio fluorescence, overnight; percent of plate control window, DMSO zero;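 active = GFP/RFP ratio change of at least 30% with cell ATP level not reduced by more than half and red fluorescence within 50% of control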; note: strong numbers were not always called active
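Assay system: RFP-PRO-GFP reporter HT1080 cells; read-out basis: GFP/RFP fluorescence ratio; benchmarks: DMSO wells and RFP-L50D-GFP cells; doses: 20 µM single dose, 1% DMSO; schedule: overnight cell settling, then overnight compound exposure, 37 °C, 5% CO2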
bovine MsrA act – activators of bovine methionine sulfoxide reductase A; purified bovine MsrA, absorbance read-out; activation, % at 10.6 µM; 360,000 tested, 0.3% active; AID 602163; in the data active = activation above about 7.5%;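 note: 0% = vehicle and 100% = reference activator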
MsrA inh – bovine MsrA inhibition. purified bovine MsrA, absorbance read-out. inhibition, % at 15.5 µM. 360,000 tested, 0.75% active. AID 651718; in the data active = inhibition above about 4.5%;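 note: 0% = vehicle wells with enzyme and 100% = reference inhibitor wells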
FAS-TE inh – blocks the thioesterase domain of human fatty acid synthase; P49327; recombinant FAS-TE, OMFH fluorogenic substrate, fluorescence endpoint; inhibition, % at 15 µM; 360,000 tested, 0.67% active;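 active = compounds whose normalised, plate-corrected inhibition of enzyme fluorescence in the single-dose primary screen is 50% or more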;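 note: 0% = DMSO with enzyme and 100% = substrate without enzyme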
TbMetRS inhib – blocks T. brucei methionyl-tRNA synthetase activity; purified T. brucei MetRS, ATP depletion, Kinase-Glo luminescence; inhibition, % at 11.9 µM; 360,000 tested, 0.4% active; AID 624268;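 active = inhibition above a per-plate cutoff of the control wells' mean inhibition plus 3 SD, cut at about 5.5% in these data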;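 note: 0% = DMSO wells median and 100% = median of wells with control inhibitor compound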
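System: purified T. brucei MetRS enzyme / Detection: Kinase-Glo luciferase luminescence reporting remaining unconsumed ATP / Medium: HEPES buffer with MgCl2, KCl, DTT, spermine, BSA, pyrophosphatase / Replication: singlicate, one well per compound / Evaluation: percent inhibition relative to median high and low control wells / Schedule: 2 h aminoacylation at 25 °C after 15 min preincubation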
eLon inh – inhibitors of E. coli Lon protease; P0A9M0; purified E. coli Lon protease, fluorescence polarization; inhibition, % at 7.94 µM; 360,000 tested, 0.42% active; AID 602123; in the data active = inhibition above about 13%, passing the limit was not always enough;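 note: 0% = enzyme with probe and DMSO and 100% = no enzyme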
NRP1-CendR mod – NRP-1/CendR interaction modulation; O14786; inhibition, % at 25 µM; FAM-RPARPAR peptide binding to NRP-1, fluorescence polarization; 360,000 tested, 0.85% active;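 active = inhibition or corrected inhibition above about 18%, plus a signal ratio from 0.5 to 1.5, limit read from the data, passing the limit was not always enough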; note: strong numbers were not always called active
* hit, by the source's call; . = not tested or not shown.

[1] O=C(c1ccc(Br)cc1)N1CCC2(CC1)NCCc1[nH]cnc12
[2] C#CCNC(=O)C1=C[C@@H](C2CCCCC2)[C@H](CCCO)[C@@H](OCC)O1
[3] CCCCN(CC)S(=O)(=O)c1ccc(C(=O)N(CCCN(C)C)c2nc3cc(C)cc(C)c3s2)cc1
[4] COc1cc(C2C(C#N)=C(N)OC3=C2C(=O)CC(C)(C)C3)cc([N+](=O)[O-])c1O (stereo not given)
[5] CCOc1cc(CNn2cnnc2)cc(Br)c1OCC(=O)NC1CCCCC1
[6] COc1ccc(S(=O)(=O)N2CCC(n3cnc4ccccc43)CC2)cc1
[7] O=C(c1ccncc1)N1N=C2CCCCCC2C1(O)C(F)(F)F (stereo not given)
[8] CCOc1ccc(C(=O)CCC(=O)Nc2ncccc2O)cc1
assay / entry,1,2,3,4,5,6,7,8
MLLE-PAM2 inh,1.8,8.0,-0.4,5.0,3.3,8.5,11.5,-26.1
SKN-1 block,12.5,-6.2,7.9,-21.4,-9.2,13.6,3.6,-7.5
MT1-MMP act inh,-0.7,0.0,-11.6,7.9,-3.7,-3.7,2.0,-1.6
bovine MsrA act,-2.9,-2.1,-0.6,-11.6,-5.1,-2.3,-3.7,-5.5
MsrA inh,0.7,-0.8,-1.0,1.4,0.4,0.3,-0.5,0.3
FAS-TE inh,-5.6,-7.2,16.9,14.7,-10.3,7.1,1.1,-8.0
TbMetRS inhib,-0.1,-0.2,-0.6,-2.0,-1.1,0.2,-0.6,-0.1
eLon inh,0.4,-2.7,-0.3,0.1,-1.1,-5.6,-2.5,-17.2
NRP1-CendR mod,2.8,12.5,-6.5,15.8,-5.5,9.8,12.1,-53.6

[9] CCC(C)N(C(=O)COc1ccc(NC(C)=O)cc1)C1CCS(=O)(=O)C1 (stereo not given)
[10] O=C(CN1C(=O)/C(=C\c2ccccc2Br)Oc2ccccc21)NCCCN1CCOCC1
[11] CCCCCCNc1cc2n(c(=O)n1)CCc1cc(OC)c(OC)cc1-2
[12] Clc1ccc(-c2cc(CSc3ccccc3)on2)cc1
[13] N#Cc1ccccc1OCc1nnc(-c2ccccc2Br)o1
[14] O=C(NCCc1ccccc1)C1CCC(=O)N(Cc2ccc(Cl)cc2)C1 (stereo not given)
[15] CCOc1ccc(NS(=O)(=O)c2ccc(C(=O)NCC(c3ccco3)N3CCCCC3)cc2)cc1 (stereo not given)
[16] Cc1cc(NC(=O)CN2C(=O)NC(C)(c3ccc(OC(F)F)cc3)C2=O)no1 (stereo not given)
assay / entry,9,10,11,12,13,14,15,16
MLLE-PAM2 inh,-9.7,3.7,-3.5,4.5,-6.3,7.9,8.6,-5.4
SKN-1 block,12.9,1.0,4.1,44.7*,9.9,14.8,-7.7,-3.5
MT1-MMP act inh,4.6,2.3,3.0,-1.3,-3.9,-0.6,1.4,6.7
bovine MsrA act,-5.1,-0.1,-4.1,-3.5,-1.3,-4.5,-2.8,-4.0
MsrA inh,0.6,0.4,4.2,2.1,0.0,0.4,1.8,-1.0
FAS-TE inh,-4.7,-1.5,-1.5,24.0,9.3,-1.4,0.2,-7.0
TbMetRS inhib,-0.2,-0.6,-0.2,-0.8,-0.6,0.2,-0.3,-1.2
eLon inh,-3.6,-4.4,1.5,-4.3,4.8,0.5,3.3,-5.7
NRP1-CendR mod,10.4,12.0,-3.9,0.5,-8.5,-4.1,2.5,2.8

[17] CCOc1cc(S(=O)(=O)NCCc2ccc(OC)c(OC)c2)c(OCC)cc1-n1cnnn1
[18] COc1ccc(C(c2nnnn2C(C)(C)C)N2CCN(c3nc4ccccc4s3)CC2)cc1 (stereo not given)
[19] O=C(Cn1c(=O)oc2cc(S(=O)(=O)N3CCCCCC3)ccc21)NC1CCCCC1
[20] Cc1cccc(N)c1-c1c(C)cccc1N
[21] CCC(C)[C@H](NC(=O)C1(c2ccccc2)CCN(C(=O)OC(C)(C)C)CC1)C(=O)N[C@@H](C(=O)O)c1ccccc1 (stereo not given in full)
[22] COc1ccc(C(=O)Nc2ccc(Cl)cc2C(=O)N2CCCC(C)C2)cc1 (stereo not given)
[23] Cc1ccc2nc(COc3ccc(N(C)S(=O)(=O)c4ccccc4)cc3)cc(=O)n2c1
[24] O=C(O)c1cccc(Nc2nc(C(F)(F)F)nc3ccccc23)c1
assay / entry,17,18,19,20,21,22,23,24
MLLE-PAM2 inh,1.5,0.7,9.3,-11.9,-3.3,3.8,18.3,-10.8
SKN-1 block,-20.2,22.7,-21.1,-9.4,7.5,-6.3,-1.0,7.4
MT1-MMP act inh,6.5,0.2,0.5,0.5,5.9,-0.8,.,-0.7
bovine MsrA act,-1.1,-5.2,-8.0,-1.6,-1.2,4.8,-9.1,-6.6
MsrA inh,0.9,-0.9,0.8,0.8,-1.4,-0.6,0.7,4.7*
FAS-TE inh,-2.6,4.9,-7.6,-1.8,-0.9,3.6,11.2,-6.6
TbMetRS inhib,-0.3,-0.9,-0.9,-1.1,1.1,-0.7,-0.8,-1.3
eLon inh,6.2,-31.8,-5.2,2.3,-9.9,-4.7,1.5,-4.6
NRP1-CendR mod,-4.0,-5.3,-2.1,12.4,0.0,23.8*,19.0,-1.2

[25] Cc1cccc(NC(=O)CNC(=O)[C@H]2O[C@@H](n3ccc(N)nc3=O)[C@H](O)[C@@H]2O)c1C
[26] COc1ccc(NC(=O)CSc2nc3ccccc3c(=O)[nH]2)cc1S(N)(=O)=O
[27] COC(=O)C(C)n1nnc2sc(-c3ccccc3)cc2c1=O (stereo not given)
[28] COc1ccc(CCNc2oc(COc3ccc(Br)cc3)nc2C#N)cc1OC
[29] O=C(NN=Cc1ccccc1O)c1cccc([N+](=O)[O-])c1
[30] COC(=O)c1ccc2c(=O)n(CCCCCC(=O)N3CCN(c4ccccc4)CC3)c(=O)[nH]c2c1
[31] O=C(NC1CC1)c1cccc(NC(=O)C2CCN(S(=O)(=O)c3ccccc3C(F)(F)F)CC2)c1
[32] Cc1nc(-c2ccc(NC(=O)C3CC3)cc2)cs1
assay / entry,25,26,27,28,29,30,31,32
MLLE-PAM2 inh,-13.9,9.2,-8.0,-3.7,-10.5,1.0,-18.0,-0.8
SKN-1 block,13.0,0.1,-7.1,7.9,-9.4,-5.4,6.8,2.0
MT1-MMP act inh,3.7,-1.5,2.9,-0.4,4.5,9.6,2.0,5.0
bovine MsrA act,-1.7,-7.5,-1.5,-2.9,-3.2,-4.6,-1.8,-3.5
MsrA inh,-0.3,-1.1,1.8,0.3,-0.2,0.3,0.3,-0.8
FAS-TE inh,-5.1,-9.3,-4.2,18.7,61.2*,8.7,1.9,-5.4
TbMetRS inhib,-0.6,-0.5,1.0,0.8,0.2,-3.5,0.3,0.6
eLon inh,-16.3,1.7,2.1,0.8,-1.2,7.7,-7.3,-6.5
NRP1-CendR mod,5.7,-10.5,-5.0,-0.3,6.3,8.9,-6.5,3.9

[33] O=C(O)c1ccc(S(=O)(=O)NC2CCCc3ccccc32)cc1 (stereo not given)
[34] CN(C(=O)CN1C(=O)S/C(=C\c2ccc(Cl)cc2)C1=O)C1CCS(=O)(=O)C1 (stereo not given)
[35] O=[N+]([O-])c1cc(C(F)(F)F)ccc1NCCc1c[nH]c2ccccc12
[36] CC1(C)CC(=O)C=C(Nc2ccc(Cl)cc2)C1
[37] Cc1ccc(N/N=C2/CCCNC2=O)cc1
[38] CC(C)(C)c1ccc(C(=O)NCc2nnc(SCC(=O)NCc3ccco3)o2)cc1
[39] CN(C)CCCNC(CC(=O)Nc1cccc([N+](=O)[O-])c1)C(=O)O (stereo not given)
[40] N#CC1=C(N)NC(SCC(=O)Nc2ccccc2)=C(C#N)C12CCCC2
assay / entry,33,34,35,36,37,38,39,40
MLLE-PAM2 inh,9.5,4.2,0.6,2.2,23.9,-25.0,6.5,17.9
SKN-1 block,18.8,-8.4,19.3,-1.8,-12.4,6.6,-3.5,27.1
MT1-MMP act inh,-0.2,1.3,6.1,0.0,-1.6,3.7,-2.0,0.6
bovine MsrA act,1.3,-3.0,-0.2,-1.8,-9.8,2.5,-2.5,-2.9
MsrA inh,0.6,0.7,-0.3,2.3,0.4,1.2,-0.6,1.7
FAS-TE inh,-8.3,-0.7,38.1,-3.6,-13.8,2.0,-8.5,2.0
TbMetRS inhib,0.2,-0.6,0.8,0.7,-1.6,-0.2,-0.3,1.9
eLon inh,1.6,3.1,-3.6,-3.0,-0.8,-3.1,2.4,2.9
NRP1-CendR mod,18.8,7.5,8.7,2.7,1.3,7.9,-1.7,-19.5

2 records drawn at random from those above:
[5] CCOc1cc(CNn2cnnc2)cc(Br)c1OCC(=O)NC1CCCCC1
[29] O=C(NN=Cc1ccccc1O)c1cccc([N+](=O)[O-])c1
assay / entry,5,29
MLLE-PAM2 inh,3.3,-10.5
SKN-1 block,-9.2,-9.4
MT1-MMP act inh,-3.7,4.5
bovine MsrA act,-5.1,-3.2
MsrA inh,0.4,-0.2
FAS-TE inh,-10.3,61.2*
TbMetRS inhib,-1.1,0.2
eLon inh,-1.1,-1.2
NRP1-CendR mod,-5.5,6.3

Structures listed so far shown as hits in NRP1-CendR mod.
item	compound	MLLE-PAM2 inh	SKN-1 block	MT1-MMP act inh	bovine MsrA act	MsrA inh	TbMetRS inhib	eLon inh	NRP1-CendR mod
22	COc1ccc(C(=O)Nc2ccc(Cl)cc2C(=O)N2CCCC(C)C2)cc1 (stereo not given)	3.8	-6.3	-0.8	4.8	-0.6	-0.7	-4.7	23.8*

Remaining list, next part
[41] COC(=O)C1=C(C)NC2=C(C(=O)CC(C)(C)C2)C1c1cccc(C)n1 (stereo not given)
[42] COc1ccc(CC(=O)n2nc(-c3cccnc3)nc2N)cc1
[43] COC(=O)c1c(NC(=O)COC(=O)c2ccc(C)s2)sc2c1CCCCC2
[44] COc1cc2c(cc1OC)CN(C(=O)c1ccc(S(=O)(=O)N3CCCCC3)cc1)CC2
[45] N#Cc1cc(S(=O)(=O)c2ccc(F)cc2)c(N)[nH]c1=O
[46] COc1ccc(C(CC(=O)N2CCCCC2)c2c(OC)cc(OC)c3ccc(=O)oc23)cc1 (stereo not given)
assay / entry,41,42,43,44,45,46
MLLE-PAM2 inh,-6.6,-22.9,-2.2,-1.7,-10.3,-0.9
SKN-1 block,25.4,-1.4,5.5,3.6,13.3,15.9
MT1-MMP act inh,0.9,3.1,-0.8,0.8,4.0,-1.1
bovine MsrA act,-1.0,-6.4,-3.5,1.4,-1.3,-2.2
MsrA inh,1.0,2.6,-1.6,2.4,-0.6,0.5
FAS-TE inh,-4.9,-4.2,0.5,-2.8,-7.8,-1.6
TbMetRS inhib,0.7,-0.7,-0.2,0.5,-0.2,-0.2
eLon inh,4.3,-2.2,-7.4,-0.8,-7.0,-2.5
NRP1-CendR mod,-4.9,5.4,7.7,-8.5,-2.3,18.2
